# STK33 kinase inh: blocks human STK33 kinase activity. Q9BYT3. purified STK33, MBP phosphorylation, ADP-Glo luminescence. inhibition, % at 10 µM. 0.073% of 320,000 active;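 active = inhibition at or above 25%, using the most active replicate where run in duplicate; inactive = inhibition below 25%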
# Target sequence (Q9BYT3 whole entry, looked up): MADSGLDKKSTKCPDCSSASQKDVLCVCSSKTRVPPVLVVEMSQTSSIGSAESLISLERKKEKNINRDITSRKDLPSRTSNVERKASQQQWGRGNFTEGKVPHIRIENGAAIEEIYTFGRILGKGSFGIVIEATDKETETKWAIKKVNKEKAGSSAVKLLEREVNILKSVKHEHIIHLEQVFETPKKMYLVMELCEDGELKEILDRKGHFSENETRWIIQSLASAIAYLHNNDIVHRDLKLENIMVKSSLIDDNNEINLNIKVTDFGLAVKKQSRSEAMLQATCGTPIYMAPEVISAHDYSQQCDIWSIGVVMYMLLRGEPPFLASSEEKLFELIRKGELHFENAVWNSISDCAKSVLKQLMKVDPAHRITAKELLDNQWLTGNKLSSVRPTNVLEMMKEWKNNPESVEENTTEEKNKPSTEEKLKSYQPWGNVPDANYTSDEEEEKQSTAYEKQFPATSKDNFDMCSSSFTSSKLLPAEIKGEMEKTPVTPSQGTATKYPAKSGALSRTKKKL
# OX1R FRET antag: OX1R (human) antagonism | O43613 | OX1R-expressing cells, FRET antagonist read-out | inhibition, % at 6.6 µM | 1.8% of 330,000 active | AID 485270; in the data active = inhibition mostly above about 38%, no sharp cut-off; inactive = mostly below about 40%;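 note: 0% = agonist challenge alone and 100% = reference antagonist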
# Target sequence (O43613 whole entry, looked up): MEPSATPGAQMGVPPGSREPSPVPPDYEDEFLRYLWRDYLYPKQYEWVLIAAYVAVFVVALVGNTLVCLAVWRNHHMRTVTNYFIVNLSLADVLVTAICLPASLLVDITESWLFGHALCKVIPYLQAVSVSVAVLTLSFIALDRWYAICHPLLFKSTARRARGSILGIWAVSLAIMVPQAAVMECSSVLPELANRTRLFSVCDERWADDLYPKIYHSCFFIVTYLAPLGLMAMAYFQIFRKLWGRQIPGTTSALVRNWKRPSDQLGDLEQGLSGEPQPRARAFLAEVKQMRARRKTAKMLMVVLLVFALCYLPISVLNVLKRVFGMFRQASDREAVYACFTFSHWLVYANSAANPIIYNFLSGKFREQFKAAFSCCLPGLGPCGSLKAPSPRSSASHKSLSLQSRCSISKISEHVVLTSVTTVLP
# An asterisk follows results filed as active; . = no result given.
molecule | STK33 kinase inh | OX1R FRET antag
CN1CCc2c(sc(NC(=O)c3ccc(C(=O)c4ccccc4)cc3)c2C(N)=O)C1 | 0.1 | 32
COc1ccc(N/C=C/C(=O)C(F)(F)F)cc1 | -1.2 | 10
CCOc1ccnc2c1c(=O)n(Cc1cc(OC)cc(OC)c1)c(=O)n2C | -1.5 | 2
CCOC(=O)C1=C(c2ccccc2)NC(SCC(=O)NC2CCCCC2)=C(C#N)C1c1ccco1 (stereo unspecified) | 0.2 | 13
COc1cc(-n2c(N)c(C(=O)NCc3ccco3)c3nc4ccccc4nc32)cc(OC)c1OC | 2.0 | 8
COC(c1ccccc1)c1nnc(CCC(=O)N2CCN(C3CCCC3)CC2)o1 (stereo unspecified) | -2.5 | 7
Cc1ccc(NS(C)(=O)=O)c(C(=O)c2ccccc2)c1 | -0.7 | 13
COc1cc(CNc2ccc(S(N)(=O)=O)cc2)ccc1OCC(=O)NC1CCCCC1 | -1.0 | 21
COCCCNC(=O)CCCn1c(=O)c2ccccc2n(CC(=O)Nc2c(C)cc(C)cc2C)c1=O | 0.3 | 21
c1ccc(CNc2ncnc3sc4c(c23)CCC4)nc1 | 0.6 | 10
O=C(Nc1cc2c(cc1Br)OCCCO2)c1ccccc1 | 0.3 | 34
Cc1ccc(S(=O)(=O)Nc2ccc(S(=O)(=O)Nc3nccs3)cc2)cc1C | . | 0
CCOc1ccc(NC(=O)CN(C)CC(=O)Nc2cccc(Cl)c2C)cc1OCC | -0.4 | 11
OC(COc1ccc(Cl)cc1)CSc1ccccn1 (stereo unspecified) | -1.4 | 2
COc1cccc(CNC(=O)CCn2ccc3cc(S(=O)(=O)N4CCC(C)CC4)ccc32)c1 | -1.0 | 6
CCn1c2ccccc2c2cc(NC(=O)c3cccc([N+](=O)[O-])c3C)ccc21 | -4.2 | 26
CCOc1cc(N2CCOCC2)c(OCC)cc1NC(=O)COc1ccccc1[N+](=O)[O-] | 0.5 | 15
O=C(O)CCCN1C(=O)/C(=C\c2ccc(-c3nc4ccccc4s3)o2)SC1=S | 0.2 | 20
COc1cccc(O[C@@H]2O[C@@H]3COC(C)(C)O[C@H]3[C@H](O)[C@H]2NC(C)=O)c1 | -2.6 | 8
O=C(Nc1ccnn1C1CCN(Cc2ccccc2)CC1)C1CCCC1 | -0.7 | 30
CCn1cc(C(=O)N[C@H](C(=O)NCCCOC)C(C)C)c(=O)c2cc3c(cc21)OCO3 | -0.4 | 5
CN1CCN(Cc2cc(=O)oc3cc4c(cc23)CCC4)CC1 | 0.4 | 15
CCOC(=O)C1CCCN(C(=S)Nc2ccc(Nc3ccccc3)cc2)C1 (stereo unspecified) | -1.1 | 42
O=C(/C=C/c1ccc(-c2ccccc2)cc1)NCc1cccnc1 | -0.9 | 14
COc1cc(CCc2ccc3c(c2)OCO3)oc(=O)c1 | 1.6 | 7
CCc1nc2ccc(C(=O)N3CCN(CC)CC3)cc2nc1CC | -2.3 | 1
N#Cc1ccccc1N=Cc1ccc(Br)cc1 | 0.0 | 16
Cc1c(Cl)cccc1NC(=O)Nc1cc(C(C)(C)C)on1 | 1.4 | 11
Cn1c(NC(=O)/C=C\c2ccccc2)cc(=O)n(C)c1=O | -2.4 | 18
O=S(=O)(Nc1cccc(-c2ccc3nncn3n2)c1)c1cccs1 | -1.1 | 15
Cc1ncc([N+](=O)[O-])n1CC(=O)Nc1ccc(F)cc1F | 0.3 | 0
Cc1ccc(C(C)NC(=O)c2cc(C)oc2C)cc1 (stereo unspecified) | -1.6 | 11
CCCn1c(SCC(=O)NCc2ccc(F)cc2)n[nH]c1=O | -0.9 | 9
Cc1cccc(OCC(=O)Nc2ccncc2)c1C | -0.7 | 5
CN(Cc1ccccc1)S(=O)(=O)c1ccc2[nH]cc(C(=O)NCC3CCCO3)c(=O)c2c1 (stereo unspecified) | 0.3 | 6
Cc1ccc(CSCC(=O)N(C)CC(=O)Nc2cccc(F)c2)cc1 | 0.2 | 5
COCCn1c(C)cc(/C=C2\NC(=S)N(C)C2=O)c1C | -2.3 | 4
CCn1c(C)nc2cc(C(=O)OCCC(F)(F)F)ccc21 | -0.9 | 17
Cc1noc(C)c1S(=O)(=O)Nc1ccccc1N1CCOCC1 | -1.7 | 3
COc1cc(NC(=O)C2CC(=O)N(Cc3ccco3)C2)c(OC)cc1Cl (stereo unspecified) | -0.5 | 1
CC(C)CCN=Cc1c(O)n(-c2ccccc2)c(=O)c2ccccc12 | 0.1 | 1
O=C(Nc1cccc(-c2cn3c(n2)SCC3)c1)c1ccc(Br)o1 | 3.5 | 50
COc1cc(CNCCc2ccccc2)ccc1OCC(=O)NC(C)(C)C | -0.4 | 10
COC(=O)CN(c1cc([N+](=O)[O-])ccc1OC)S(C)(=O)=O | -0.3 | 30
CCOC(=O)C1CCN(Cc2ccc(F)cc2)CC1 | -1.4 | 7
Cn1nc(-c2ccccc2)c(CSc2ccccc2Cl)c1Cl | -2.2 | 15
CCCCCC(=O)Nc1nc(C)c(-c2csc(Nc3ccccc3OCC)n2)s1 | 0.1 | 32
Cc1csc2nc(O)c(C(=O)NC3CCCCC3)c(=O)n12 | 0.1 | 16
N#C/C(=N\Nc1ccc(F)cc1)C(=O)C1CC1 | 1.0 | 9
O=C(Nc1ccc(Cl)cn1)c1ccc(COc2ccccc2Br)o1 | -1.0 | 17

# A different layout for 3 compounds above:
STK33 kinase inh,OX1R FRET antag,SMILES
-1.4,7,CCOC(=O)C1CCN(Cc2ccc(F)cc2)CC1
-0.5,1,COc1cc(NC(=O)C2CC(=O)N(Cc3ccco3)C2)c(OC)cc1Cl (stereo unspecified)
1.0,9,N#C/C(=N\Nc1ccc(F)cc1)C(=O)C1CC1

# Additional results follow:
# Value order: STK33 kinase inh | OX1R FRET antag
COc1cccc(NC(=O)c2ccc3c(O)c(S(=O)(=O)c4ccccc4)c(=O)[nH]c3c2)c1
  1.5 | 12
CCN(CC)C(=O)c1sc(N2C(=O)Nc3ccccc3N2O)c(C(=O)OC)c1C
  -0.2 | 8
COc1cc(/C=C2/SC(=O)NC2=O)ccc1OC(=O)c1ccco1
  0.4 | 31
O=C(NCc1cccs1)c1cc(-c2ccccc2)nc2ccccc12
  . | 10
O=C(COC(=O)Cn1cnc2ccccc21)Nc1cc2c(cc1Cl)C(=O)c1ccccc1C2=O
  -0.1 | 33
COc1ccc(S(=O)(=O)Nc2cccc3c2O[C@H](CN(C)C(=O)NC2CCCCC2)[C@@H](C)CN([C@H](C)CO)C3=O)cc1
  . | 6
O=C(CCNS(=O)(=O)c1ccc(Br)cc1)NCc1ccco1
  . | 14
O=C(Nc1ccccc1)c1ccc(CSc2ncccn2)cc1
  -0.5 | 8
O=C(NN1C(=O)C2C3CCC(O3)C2C1=O)c1ccc(Cl)cc1 (stereo unspecified)
  -1.6 | -4
CCc1n[nH]c(=S)n1/N=C/c1cc(Br)c(OC)cc1OC
  -0.4 | 20
CCCc1[nH]c(=O)c(C#N)c2c1CCCC2
  -0.4 | 7
COC(=O)CSc1nnc2cc(C)c3ccccc3n12
  -1.4 | 12
Cc1nn(C(C)(C)C)c(OC(=O)c2ccco2)c1Sc1ccccc1
  0.7 | 22
COc1ccc(N(CC(=O)N/N=C/c2ccccc2F)S(=O)(=O)c2ccccc2)cc1
  -0.9 | -3
O=S(=O)(c1ccc(Cl)cc1)c1cnc2ccccc2n1
  -0.4 | 20
CCOC(=O)C1(Cc2ccccc2)CCCN(Cc2cnn(CC)c2)C1 (stereo unspecified)
  0.1 | 3
COc1ccccc1N=Nc1c(C)n[nH]c1C
  5.0 | 14
COc1ccccc1-c1noc2ncnc(Nc3ccccc3C)c12
  0.9 | 19
Oc1ccc(Cl)cc1/C=N/c1nc2ccccc2[nH]1
  -1.6 | -3
Cc1cccc(NS(=O)(=O)c2ccc(-c3ccc(=O)[nH]n3)o2)c1
  -0.5 | 24

# Some of the entries so far, field by field:
structure: CCN(CC)C(=O)c1sc(N2C(=O)Nc3ccccc3N2O)c(C(=O)OC)c1C
  STK33 kinase inh: -0.2; OX1R FRET antag: 8

structure: O=C(Nc1ccccc1)c1ccc(CSc2ncccn2)cc1
  STK33 kinase inh: -0.5; OX1R FRET antag: 8

structure: COC(=O)CSc1nnc2cc(C)c3ccccc3n12
  STK33 kinase inh: -1.4; OX1R FRET antag: 12

structure: Oc1ccc(Cl)cc1/C=N/c1nc2ccccc2[nH]1
  STK33 kinase inh: -1.6; OX1R FRET antag: -3

# Going on with the list.
# Value order: STK33 kinase inh | OX1R FRET antag
COc1ccccc1NC(=O)c1ccc(NS(C)(=O)=O)cc1
  -0.6 | 9
C=CCNC(=O)CN(c1ccc(F)cc1)S(=O)(=O)c1ccc(OC)cc1
  -1.0 | 31
CC1(C)CC(=O)C2=C(C1)N(CCN1CCOCC1)C1=C(C(=O)CC(C)(C)C1)C2c1ccc(Cl)cc1
  -0.9 | 23
CC(/C=C/c1ccc2c(c1)OCO2)=N/NC(=O)COc1ccc(C)cc1
  -0.7 | 11
CN(Cc1ccccc1)C1CC(=O)N(c2ccc(C(=O)O)cc2)C1=O (stereo unspecified)
  -0.4 | 14
CCC(C)NC(=S)Nc1ccc(F)cc1 (stereo unspecified)
  1.0 | 9
CCOc1ccc(N(CC(=O)Nc2ccc(C)c(F)c2)C2=NC3CS(=O)(=O)CC3S2)cc1 (stereo unspecified)
  1.0 | 15
COc1ccc([C@H]2CC(=O)C=C(c3ccc(O)cc3)C2)cc1OC
  -0.9 | 15
CC(=O)c1cccc(NC(=S)NC(=O)c2cccc(C)c2)c1
  0.2 | 3
COc1ccc(NC(=O)CSc2nc3ccccc3c(=O)n2CCCC(=O)NCC2CCCO2)c(OC)c1 (stereo unspecified)
  0.9 | 15
COC(=O)C1CCN(C(=O)c2cc(OC)c(OC)c(OC)c2)CC1
  0.2 | 4
COC(=O)c1ccccc1NC(=O)CSc1n[nH]c(-c2ccncc2)n1
  -1.9 | 29
COc1ccc(NC(=O)CC(NCc2ccccn2)C(=O)O)cc1 (stereo unspecified)
  3.5 | 4
Cc1ccc(NC(=O)COC(=O)c2ccc[n+]([O-])c2)c(Br)c1
  0.0 | 1
COCCn1cnc2c1c(=O)n(Cc1ccc(Br)cc1)c(=O)n2Cc1ccccc1
  -0.2 | 0
COc1cccc(C=Nc2ccc3c(c2)CCC3)c1O
  -0.1 | 14
CCOc1cc(C2/C(=C(/O)c3ccc(S(=O)(=O)N4CCCCC4)cc3)C(=O)C(=O)N2CCOC)ccc1O (stereo unspecified)
  0.7 | 11
C/C(=N\NC(=O)c1ccccc1O)c1ccc(NC(=O)c2ccccc2)cc1
  -0.5 | .
Cc1ccc(C(=O)O/N=C(\N)c2ccccn2)c(C)c1
  0.4 | 23
CC(C)C(NS(=O)(=O)c1cccs1)C(=O)NCCN1CCN(c2ccccc2)CC1 (stereo unspecified)
  0.1 | 10
CN1CCN(c2ccc(NC(=O)c3ccc([N+](=O)[O-])o3)cc2Cl)CC1
  5.6 | 54*
CCOc1ccccc1N1C(=O)CC(Sc2n[nH]c(-c3ccccc3)n2)C1=O (stereo unspecified)
  1.7 | 70
CCS(=O)(=O)N1Cc2ccccc2CC1C(=O)Nc1ccc(C)cc1 (stereo unspecified)
  -0.7 | 11
CC1=C(C(=O)OCC(C)C)C(c2cccs2)NC(=S)N1 (stereo unspecified)
  1.1 | 9
Cc1ccc(C(=O)Nn2cnnc2)cc1
  -1.4 | -10
CCn1nc(C)c(CNC(=O)C2CCC(=O)N(CCc3ccc(OC)cc3)C2)c1C (stereo unspecified)
  -2.2 | 12
O=C(c1cc(=O)[nH]c2ccccc12)N1CCN(c2ccc([N+](=O)[O-])cc2)CC1
  -1.2 | 24
COc1cc2nc(C3CCC3)n(N)c(=O)c2cc1OC
  1.7 | 8
CCN(CC)C(=O)/C(=C\c1cccc([N+](=O)[O-])c1)NC(=O)c1ccco1
  -0.8 | 23
CCCCCCOc1ccc(C(=O)O)cc1
  -1.9 | 11
C=C1CCN([C@@H](CC(C)C)C(=O)NCCC(C)C)S(=O)(=O)c2ccccc21
  0.1 | 35
C/C=C(\C)C(=O)N1CC2(CC(c3cccc(NC(=O)COc4ccc(Cl)cc4)c3)=NO2)C[C@@H]1C(N)=O (stereo partly specified)
  1.5 | 13
Cc1cccc(-n2c(SCC(=O)NCc3ccc4c(c3)OCO4)nc3ccccc3c2=O)c1
  -1.5 | 40*
CN(CC(=O)NCC1CCCCC1)S(=O)(=O)c1ccc(Cl)cc1
  -1.7 | 12
CC(C)N(C(=NCc1ccccc1)NC(=O)c1ccccc1)C(C)C
  -0.2 | 12
COC(=O)[C@]1(C)N[C@H](CN(C)S(=O)(=O)c2ccccc2)[C@@H]2C(=O)N(C)C(=O)[C@@H]21
  . | 34
CC(N=C1NS(=O)(=O)c2ccccc21)C(=O)N1CCc2ccccc2C1 (stereo unspecified)
  -1.6 | 21
CCC(C)(C)NC(=O)Cc1ccc(OC)c(OC)c1
  -1.3 | 5
COc1ccc(CNC(=O)C2Cc3ccccc3CN2C(=O)c2ccco2)cc1 (stereo unspecified)
  . | -1
Cc1ccc(N2CCN(C(=O)CCc3nc4ccccc4[nH]3)CC2)c(C)c1
  -0.7 | 18
COc1ccc(-c2cc3nc4c(c(=O)n3[nH]2)CCC4)cc1
  -0.6 | 17
O=C(/C=C/c1cccc([N+](=O)[O-])c1)NCCSCc1ccccc1Cl
  0.3 | 27
CC1(C)NC(=O)N(CC(O)CN2CCCCC2)C1=O (stereo unspecified)
  -0.2 | 9
COc1cc(/C=N/NC(=O)c2nnn(-c3nonc3N)c2C(C)C)ccc1OCc1ccccc1
  0.3 | 9
O=C(c1ccc(Cl)c([N+](=O)[O-])c1)N(Cc1ccco1)C1CCS(=O)(=O)C1 (stereo unspecified)
  -2.0 | 20
COc1ccc(-n2nc(C(=O)NCC(=O)N3CCN(c4ccccn4)CC3)c3ccccc3c2=O)cc1Cl
  -1.3 | 4
O=C(CNC(=O)C1COc2ccccc2O1)N/N=C\c1ccc(Br)cc1 (stereo unspecified)
  0.5 | 8
COC(=O)C1=C(O)/C(=C\c2ccc(O)c(OC)c2)N=C1C
  3.3 | 15

# Screening results: PubChem, several laboratories
